Assay outcomes (PubChem BioAssay)
mHTT-CaM PPI inh: mutant huntingtin-calmodulin interaction inhibitors – biochemical, AlphaScreen, primary screen; P42858; AlphaScreen His-mHTT/GST-CaM binding, luminescence; inhibition, % at 15 µM; hit rate 3.6% among 190,000;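 further: 0% = both proteins with DMSO and 100% = one protein alone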
Pf apPOL inh: Pf-apPOL inhibitors, biochemical, fluorescence | AID 1794808, 2022 | inhibition, % at 10 µM | Recombinant Pf-apPOL, molecular beacon fluorescence, 1.5 h | hit rate 0.25% among 210,000
* marks the source's active call; other numbers are inactive results; i = inactive; . = no result given; & = joins results of further samples. No stated cut-off is given here; in the data, active means inhibition above about 50%; inactive means the rest. The list is partial (hit frequency here may not be typical).

SMILES | mHTT-CaM PPI inh | Pf apPOL inh
O=C(c1ccc[nH]1)N1CCN(C(=O)c2nnn3c2COC(c2ccc(Cl)cc2)C3)CC1 (configuration not stated) | 12 | 0
CC(NS(=O)(=O)c1cccc2nsnc12)C12CC3CC(CC(C3)C1)C2 (configuration not stated) | 3 | -7
CC1(C)CC(=O)c2cc(C#N)c(SCc3ccccc3)nc2C1 | -3 | 2
COc1ccc(OC)c(C2C(C(C)=O)=C(O)C(=O)N2CC2CCCO2)c1 (configuration not stated) | -1 | -5
Cc1cc(Cc2cc(C(C)(C)C)c(O)c(C(C)(C)C)c2)c(O)c(C(C)(C)C)c1 | 9 | .
Cc1ccccc1CSCCNS(=O)(=O)c1ccccc1 | -10 | -6
COc1ccc(C(=O)N2CCCn3cc(-c4ccccc4F)nc32)cn1 | 20 | -6
COc1ccc(C(=O)Nc2ccc(S(=O)(=O)Nc3cc(C)nc(C)n3)cc2)cc1OC | 3 | -1
C=CCn1c(=N)c(C(=O)NCCc2ccccc2)cc2c(=O)n3cccc(C)c3nc21 | -3 | -2
COc1ccc(OC)c(Nc2nc3nonc3nc2Nc2cccc(Cl)c2)c1 | 17 | 8
COc1cccc(C2=NOC(C(=O)N3CCN(c4ccccc4)CC3)C2)c1OC (configuration not stated) | 5 | -6
CC(C)NC(=O)c1cnn2c(C(F)(F)F)cc(-c3ccccc3)nc12 | 29 | -10
CC1CCc2c(sc(NC(=O)c3cc4ccccc4o3)c2C(N)=O)C1 (configuration not stated) | -3 | 5
O=C(CCC1CCN(c2cc(NC3CC3)ncn2)CC1)NCc1ccccc1Cl | 11 | -2
CCC(C)NC(=O)c1cncc(-c2ccccc2Br)c1 (configuration not stated) | -3 | 5
CCOC(=O)N1CCc2nn(CC(=O)Nc3cccc(C(C)=O)c3)c(=O)cc2C1 | 11 | 0
CC(C)(C)c1ccc(NC=C(C#N)C(=O)c2ccsc2)cc1 | . | -5
CCN1CCCc2cc(C(=O)NCc3cc(OC)ccc3OC)sc21 | 24 | -2
Cc1ccccc1-n1c(SCC(=O)Nc2c(C)cccc2C)nc(O)cc1=O | 6 | -16
COc1ccc(OC)c(C2C3=C(CCCC3=O)Nc3ncnn32)c1 (configuration not stated) | 1 | -3
O=C(Nc1ccccc1)C(Cc1ccccc1)NC(=O)C12CC3CC(CC(C3)C1)C2 (configuration not stated) | -4 | -8
COc1ccc2nc(-c3cccc(NC(=O)COc4ccc(C(C)=O)cc4OC)c3)cn2n1 | 64* | -9
CCOC(=O)Cn1nnc(CSc2ccc(Cl)cc2)n1 | . | -9
CNC(=O)Nc1cccnc1N1CCCC1 | -1 | 1
O=S(=O)(c1ccc(Br)s1)N1CCN(c2cccc(Cl)c2)CC1 | -3 | -6
CN1C(=C(C#N)C#N)Sc2ccc(Cl)cc21 | -3 | .
Cc1cc(C)n2nc(SCCC(=O)NCc3cccs3)nc2n1 | -11 | 6
O=C(CN1C(=O)CCC1=O)Nc1nc(-c2cccnc2)cs1 | -6 | -4
O=C1CC(NCc2ccc(F)cc2)C(=O)N1c1ccc(F)cc1 (configuration not stated) | -6 | 7
CCOc1ccc(CNC(=O)c2cc3n(n2)CCCN(Cc2ccc(F)cc2)C3=O)cc1 | 5 | 12
O=C1NC(=NS(=O)(=O)c2ccccc2)S/C1=C\c1ccc2c(c1)OCO2 | 4 | -4
COc1ccc(OC)c(C2=NOC(C(=O)NC(C)C)C2)c1 (configuration not stated) | -3 | -1
COc1ccc2c(=O)cc(-c3ccc(Cl)cc3Cl)oc2c1 | 0 | -5
O=C(O)C[C@H]1c2cc(F)ccc2S(=O)(=O)N1C1CCCCC1 | -7 | -4
COc1ccc(C(=O)N2CCCC2COc2ccc(C(=O)N3CCOCC3)cc2)cc1F (configuration not stated) | 2 | 3
CCOc1ccccc1/C=C(\C#N)c1nc2ccccc2n1C | 9 | -2
O=C(Nc1ccc(F)cc1)c1cccc(I)c1 | -6 | -3
Cc1ccc(CN2C(=O)NC3(CCCN(C(=O)c4cccc(C)c4)C3)C2=O)cc1 (configuration not stated) | 3 | -4
O=C(Nc1ccc2c(c1)OCCO2)C1CN(C(=O)COc2ccccc2F)C1 | -7 | 5
Cc1ccc(NC(=O)Cc2nc(-c3ccccc3)n[nH]2)cc1F | -4 | -6
O=C(c1cnn2c1NC(c1cccs1)CC2C(F)(F)F)N1CCSCC1 (configuration not stated) | 8 | -3
CC1CCc2ccc(F)cc2N1S(=O)(=O)c1cccs1 (configuration not stated) | -36 | -4
N#C/C(=C\c1ccc([N+](=O)[O-])cc1)c1nc(-c2ccccc2)cs1 | 10 | 5
CCc1cccc(NC(=O)Cn2cnc3c(oc4ccccc43)c2=O)c1 | 1 | 2
CCC(=O)c1ccc(OCC(N)=O)cc1 | -9 | 4
CCCCc1cc2c(=O)c(-c3csc(C)n3)coc2cc1OC(C)C(=O)OCC (configuration not stated) | -25 | 3
COc1cc(C=C2Oc3cc(OS(=O)(=O)c4ccc(F)cc4)ccc3C2=O)cc(OC)c1OC | -22 | -1
COc1ccc(Cn2cc(S(=O)(=O)N3CCCC3)ccc2=O)cc1F | 0 | -2
CCOc1ccc(C=Nc2ccc3sc(C)nc3c2)cc1 | 25 | 3
CNC(=O)C[C@H]1C(=O)N(C2CCCCC2)C[C@@H]1C | -4 | 0
CN(C)c1ccc(CNC(=O)C2CCCN(C(=O)c3ccccc3Cl)C2)cc1 (configuration not stated) | 37 | -7
C=CCSc1nc2ccccc2n1C(=O)/C=C/c1ccc2c(c1)OCO2 | 20 | 2
C=CCN1C(=O)C(C)(C)COc2cc(NC(=O)c3cccs3)ccc21 | 8 | -13
O=[N+]([O-])c1ccc2onc(-c3ccccc3)c2c1 | 0 | -5
CC1(C)CC(=O)C/C(=N\NC(N)=S)C1 | i | .
Cc1cc(S(=O)(=O)Nc2cc(Br)c3oc4c(c3c2)C(=O)CCC4)ccc1Cl | 4 | -3
Cn1nc(C(=O)NCc2ccccc2)c2c1CCN(C(=O)c1ccc(Cl)cc1)C2 | 0 | -3
Cc1cc(C)c2nc(-c3ccc(N)cc3)oc2c1 | 18 | 12
O=C(CCCc1ccccc1)NCCNc1ccc(Nc2ccncc2)nn1 | -3 | -3
O=C(NC1CCCC1)NS(=O)(=O)c1ccccc1Cl | -3 | 1

The list continues:
SMILES | mHTT-CaM PPI inh | Pf apPOL inh
Brc1ccc(C(N2CCOCC2)N2CCOCC2)cc1 | 3 | 1
Cc1ccc(C(=O)c2ccc(Br)cc2)cc1S(N)(=O)=O | 0 | 6
O=C(c1ccccc1F)N1CCC2(CC1)NC(=O)N(Cc1ccc(F)cc1)C2=O | -1 | -4
COCCN1C(=O)CCc2cc(NC(=O)c3ccc(C)cc3C)ccc21 | 6 | -5
O=C1OC(c2cccc([N+](=O)[O-])c2)=N/C1=C\c1ccc(Cl)c(Cl)c1 | 10 | -2
Nc1ncnc(Nc2ccc(SC(F)F)cc2)c1[N+](=O)[O-] | 4 | 10
COc1ccc(/C=C2/N=C(c3cccc(F)c3)OC2=O)cc1OC | 6 | -1
CCc1noc(COC2CCCN(C(=O)Cn3ccnc3C)C2)n1 (configuration not stated) | -4 | -3
Cc1ccc(CNC(=O)CC2Sc3ncccc3N(C)C2=O)cc1 (configuration not stated) | -7 | 3
Cc1c(F)cccc1NC(=O)C1CCc2nc(N3CCN(C(=O)C(C)C)CC3)sc2C1 (configuration not stated) | 5 | -4
Cc1cc(C)n(CC(O)COc2ccc(C(C)C)c(C)c2)n1 (configuration not stated) | 6 | -4
Cc1nnc2ccc(N3CCCCC3)nn12 | -9 | -6
CC1(C)CC(=O)C2=C(C1)Nc1nc(SCc3ccccc3F)nn1C2c1ccc(O)cc1 (configuration not stated) | -2 | -7
COc1ccc(NC(=O)C2Oc3ccccc3OC2C)cc1 (configuration not stated) | -7 | -1
Cc1nn(-c2ccccc2)cc1C=NNC(=O)Cc1ccccc1 | . | -14
CCC(C(=O)Nc1cc(C)ccc1OC)c1ccccc1 (configuration not stated) | -1 | -6
COc1cccc(C(=O)Nc2c3c(nn2-c2ccc(C)cc2C)CSC3)c1 | 15 | -7
CC(C)(C)C(=O)NCCCN1CCN(c2ccccc2)CC1 | -5 | -7
Cn1cc(C(=O)Nc2ccc3c(c2)OCO3)nn1 | 32 | 1
CC1CCN(C(=O)Cc2nnc(-c3ccccc3)o2)CC1 | -8 | -6
Cc1ccc(NC(=O)N2CCN(C3=CC4=NCC(C)N4C=N3)CC2)c(C)c1 (configuration not stated) | -4 | 0
O=C(NC1CCCCCCC1)C1CCCN(c2nc3ccccc3o2)C1 (configuration not stated) | -1 | -19
Cc1ccc(C)c(NC(=O)C2CC(=O)N(CCc3c[nH]c4ccc(Cl)cc34)C2)c1 (configuration not stated) | 67* | 1
CCOCCCNC(=O)C1C2C=CC3(CN(Cc4ccccc4Cl)C(=O)C13)O2 (configuration not stated) | -7 | -2
COc1cc(OC)cc(C(=O)N2CCC3(CC2)Nc2cccnc2NC3=NC2CCCC2)c1 | 26 | -5
COc1ccc(-n2nc(C(=O)NCC(=O)NCc3cccnc3)c3ccccc3c2=O)c(OC)c1 | 6 | -2
O=[N+]([O-])c1ccc2oc(-c3ccc(O)cc3)nc2c1 | 3 | 2
C[C@@H](CSc1ccc(Br)cc1)CN1CC[C@H](O)CCC1=O | 5 | -10
Cc1cc(C)nc(SCC(=O)Nc2nc(-c3ccccc3)c(-c3ccccc3)o2)n1 | 40 | 2
Cc1ccc(C)c(CN2CCN(c3ccccn3)CC2)c1 | 19 | -3
CCNC(=O)N1c2ccccc2C(C)(c2ccccc2)CC1(C)C (configuration not stated) | 5 | -8
O=C(NCCCN1CCCC1)C1CCN(c2nccnc2Sc2ccccc2)CC1 | 11 | -2
CC(=O)NC1CCN(Cc2ccccc2Br)CC1CO (configuration not stated) | -5 | -14
CCOC(=O)CCC(=O)Nc1cc(C)nn1-c1nc(-c2ccc(F)cc2)cs1 | -12 | -4
CCc1ccc(NC(=O)c2cc3cc(Br)ccc3oc2=O)cc1 | 3 | -4
Cc1cc(C)cc(NC(=O)Cc2nc(-c3ccccn3)n[nH]2)c1 | 78* | -9
O=C(Nc1ccc(NC(=O)c2ccc(-c3ccc(Cl)cc3)o2)cc1)c1ccco1 | 6 | -11
O=C(CN1CC(c2nc(Cc3ccccc3)no2)C1)c1ccc(Cl)cc1 | 57* | 20
CCOC(=O)CSc1nc(Nc2ccccc2)c2cnc(N3CCOCC3)nc2n1 | . | -3
CC(=O)c1cc(F)c(N2CCN(C(=O)c3cccc(F)c3)CC2)cc1C | 7 | 2
COc1ccc(-c2nc3c(c(=O)[nH]2)CCN(C(=O)c2ccoc2)C3)cc1 | 2 | 0
CCN1C=C(C(=O)OCc2cccc(Cl)c2)C(C)=NS1(=O)=O | -34 | -1
Cc1cc(S(=O)(=O)NCC2CCN(C(=O)OC(C)(C)C)CC2)c(C)o1 | . | -25
Cc1ccc(-n2cc(C(=O)N3CCc4ccccc4C3)nn2)cc1 | -7 | 0
Cc1cc(C)cc(NC(=O)c2cc3c(CO)cnc(C)c3oc2=N)c1 | 1 | -2

Ordered by molar mass (largest number first): part of the list above
SMILES | mHTT-CaM PPI inh | Pf apPOL inh
O=C(c1ccccc1F)N1CCC2(CC1)NC(=O)N(Cc1ccc(F)cc1)C2=O | -1 | -4
COc1cccc(C2=NOC(C(=O)N3CCN(c4ccccc4)CC3)C2)c1OC (configuration not stated) | 5 | -6
O=C1NC(=NS(=O)(=O)c2ccccc2)S/C1=C\c1ccc2c(c1)OCO2 | 4 | -4
O=C(Nc1ccc2c(c1)OCCO2)C1CN(C(=O)COc2ccccc2F)C1 | -7 | 5
Cc1ccc(NC(=O)N2CCN(C3=CC4=NCC(C)N4C=N3)CC2)c(C)c1 (configuration not stated) | -4 | 0
CCc1cccc(NC(=O)Cn2cnc3c(oc4ccccc43)c2=O)c1 | 1 | 2
O=C(Nc1ccc(F)cc1)c1cccc(I)c1 | -6 | -3
CCC(C)NC(=O)c1cncc(-c2ccccc2Br)c1 (configuration not stated) | -3 | 5
COc1ccc2c(=O)cc(-c3ccc(Cl)cc3Cl)oc2c1 | 0 | -5
CCOC(=O)Cn1nnc(CSc2ccc(Cl)cc2)n1 | . | -9
CC(C)(C)c1ccc(NC=C(C#N)C(=O)c2ccsc2)cc1 | . | -5
O=C(NC1CCCC1)NS(=O)(=O)c1ccccc1Cl | -3 | 1
Cc1ccc(C)c(CN2CCN(c3ccccn3)CC2)c1 | 19 | -3
Cn1cc(C(=O)Nc2ccc3c(c2)OCO3)nn1 | 32 | 1
O=[N+]([O-])c1ccc2onc(-c3ccccc3)c2c1 | 0 | -5
CNC(=O)Nc1cccnc1N1CCCC1 | -1 | 1
Cc1nnc2ccc(N3CCCCC3)nn12 | -9 | -6

Next part.
SMILES | mHTT-CaM PPI inh | Pf apPOL inh
COc1ccc(S(=O)(=O)CCC(=O)Nc2ccc(F)cc2F)cc1 | -11 | -1
O=C(Nc1ccccc1F)C1CC(=O)N(c2ccccc2)C1 (configuration not stated) | -4 | -5
O=C(c1ccc(Cl)cc1[N+](=O)[O-])N1CCN(c2ccc(F)cc2)CC1 | -4 | 4
COc1ccc(CC(=O)N2CCC3(C2)C(=O)Nc2ccccc23)cc1Cl (configuration not stated) | 0 | -1
CCCCC(=O)Nc1c2c(nn1-c1ccc(C)cc1)CSC2 | 32 | -1
Nc1ncnc(NC2CCCC2)c1[N+](=O)[O-] | -5&6 | 0&-3
CC(=O)C1=C(C)NC(C)=C(C(C)=O)C1c1ccc(-c2ccccc2Cl)o1 | 42 | -6
Nc1c(C(=O)Nc2ccc(Br)cc2)sc2nc3c(c(-c4ccco4)c12)CCCC3 | -1 | 0
O=C(O)CCC(=O)N(Cc1ccco1)C1CC(=O)N(c2ccccc2)C1=O (configuration not stated) | 1 | -8
CCN(CC)C(=O)CC(c1cc(OC)c(OC)c(OC)c1)c1c(OC)cc(OC)c2ccc(=O)oc12 (configuration not stated) | 26 | -3
